# Growth percent in the NCI-60 one-dose screen (48 h, 10 µM unless noted): 100 = growth as untreated, 0 = no growth, -100 = all killed.
# MALME-3M: MALME-3M melanoma; 78,000 compounds, 5.8% hits; AID 1794766
# HS 578T: HS 578T breast cancer; 78,000 compounds, 4.1% hits; AID 1794788
# T-47D: T-47D breast cancer | 79,000 compounds, 5% hits | AID 1794792
# MCF7: MCF7 breast cancer | AID 1794796 | 82,000 compounds, 6.3% hits
# LOX IMVI: LOX IMVI melanoma; 79,000 compounds, 7.4% hits; AID 1794757
# SK-MEL-2: SK-MEL-2 melanoma | AID 1794763 | 77,000 compounds, 4.7% hits
# MDA-MB-231: MDA-MB-231 breast cancer. 81,000 compounds, 5% hits. AID 1794789
# BT-549: BT-549 breast cancer; AID 1794793; 78,000 compounds, 4.4% hits
# Numbers without * were called inactive; · = not tested or not shown; & = joins results of further samples. How the source made its calls: active means growth percent below 10; inactive means the rest. No enrichment for hits; any-hit rate near 11%.
(1) CCOC(=O)COc1ccc2c(C)c(CCN(CC)CC)c(=O)oc2c1
(2) COC(=O)CN(Cc1cn(Cc2ccccc2)nn1)C(=O)c1cccc2c(=O)c3ccccc3n(Cc3cn(Cc4ccccc4)nn3)c12
(3) CCC(O)(CC)c1ccccc1
(4) Cc1cc(C)c2c(c1)N(C)c1ncnc(N(C)C)c1CC2C (stereo unspecified)
(5) CCOC(=O)COC(C)C(=O)OCC (stereo unspecified)
(6) OCCN(Cc1cccnc1)Cc1ccccn1
(7) O=c1[nH]c(Cc2nc3ccccc3s2)nc2cc(Br)ccc12
(8) NC(=O)c1ccccc1NC(=O)c1ccccc1Cl
Assay by compound,1,2,3,4,5,6,7,8
MDA-MB-231,115,89,105,102,119,110,66,100
HS 578T,97,100,98,101,·,109,84,108
SK-MEL-2,91,108,117,104,·,98,57,129
MCF7,99,97,102,100,95,93,78,115
T-47D,97,95,109,98,101,120,54,96
BT-549,100,100,108,108,110,101,70,·
MALME-3M,99,106,117,102,130,96,91,130
LOX IMVI,97,93,91,98,40,93,28,106

(9) CCNc1nncs1
(10) COc1cc(C2CC(c3ccc(F)cc3)=Nc3c(N)nc(N)nc3N2)ccc1Oc1nc(NCCO)nc(N2CCOCC2)n1 (stereo unspecified)
(11) COc1ccc(-c2nc3ccc(-c4nnc(SCC(=O)Nc5ccc(C(=O)/C=C/c6cc(OC)c(OC)c(OC)c6)cc5)o4)cc3[nH]2)cc1
(12) O=C1CCC23OC=CC2C(O)c2ccccc2N13 (stereo unspecified)
(13) Cc1cccc2c(=O)c3c(sc12)c(NCCN)nc1ccccc13
(14) O=C(/C=C/c1ccccc1)c1ccc(N=Cc2ccccc2)cc1
(15) CCC(c1cccc(Br)c1)C(C(=O)O)c1ccc(OC)cc1 (stereo unspecified)
(16) O=[N+]([O-])c1cc2c3ccccc3ccc2c2ccccc12
Assay by compound,9,10,11,12,13,14,15,16
MDA-MB-231,104,99,97,109,-76*,101,111,77
HS 578T,107,75,101,103,37,116,91,91
SK-MEL-2,118,112,93,116,-35*,100,103,95
MCF7,94,89,43,94,-82*,61,93,76
T-47D,104,87,81,104,-50*,·,108,70
BT-549,107,95,103,95,72,106,113,95
MALME-3M,103,91,92,99,-74*,93,101,100
LOX IMVI,89,·,65,96,-93*,88,96,94

(17) Cn1c(=O)c2c(nc(Nc3ccccc3)n2CC(=O)Nc2ccc(F)cc2)n(C)c1=O
(18) CC(C)(C)n1nnnc1C(NC12CC3CC(CC(C3)C1)C2)c1ccccc1 (stereo unspecified)
(19) Cc1ccc(-c2cn(CC(=O)Nc3nc4ccccc4s3)nn2)cc1
(20) N#CCC(=O)Nc1sc2c(c1C(N)=O)CCCC2
(21) CC(=O)O[C@H]1CC[C@@]2(C)[C@@H](CC[C@@H]3[C@@H]2CC(=O)[C@]2(C)[C@@H]4[C@H](C[C@@H]32)O[C@]2(CC[C@@H](C)CO2)[C@H]4C)C1
(22) CCC(C)(C)C(=O)O[C@H]1C[C@@H](C)C=C2C=C[C@H](C)[C@H](CC[C@@H]3CC(SCC(=O)O)CC(=O)O3)[C@H]21 (stereo partly specified)
(23) O=C1NC(=O)c2cc(Cl)ccc21
(24) COc1ccc(/C=C(\C)C=O)cc1
Assay by compound,17,18,19,20,21,22,23,24
MDA-MB-231,108,102,105,110,105,98,99,103
HS 578T,103,109,103,97,120,104,82,104
SK-MEL-2,80,108,105,105,118,96,109,99
MCF7,96,95,98,85,95,93,89,107
T-47D,57,97,102,99,113,87,79,115
BT-549,78,105,113,84,115,94,104,107
MALME-3M,98,117,114,113,111,97,89,118
LOX IMVI,103,90,96,105,103,89,84,103

(25) COc1ccc(C2=C(c3c[nH]c4ccccc34)C(=O)OC2)cc1OC
(26) O=S(=O)(NCCNc1nccc(-c2c(-c3cccc(F)c3)nc3occn23)n1)c1ccc(Cl)cc1
(27) Cn1cc(-c2nn3c(=O)cc(-c4ccccc4)nc3s2)c2ccccc21
(28) CCN(CCO)C(C(=O)c1ccc(Cl)cc1)c1ccccc1 (stereo unspecified)
(29) CN1CCc2c(sc3ncnc(N/N=C/c4ccc5ccccc5c4)c23)C1
(30) O=C(O)c1ccc(-c2nn(-c3ccc(C(=O)O)cc3)cc2CNc2ncccc2F)cc1
(31) CS(=O)(=O)O[C@H]1CO[C@H]2[C@@H]1OC[C@H]2OS(C)(=O)=O
(32) CCOC(=O)C[C@@H](CC(=O)N[C@@H](CC(=O)N1CCn2c(nnc2C(F)(F)F)C1)Cc1cc(F)c(F)cc1F)CC(C)C
Assay by compound,25,26,27,28,29,30,31,32
MDA-MB-231,78,84,93,108,48,96,107,94
HS 578T,94,71,115,119,62,98,104,98
SK-MEL-2,99,91,·,114,103,110,115,93
MCF7,82,·,87,107,21,89,99,96
T-47D,·,58,76,95,92,99,111,67
BT-549,89,89,110,98,71,103,99,102
MALME-3M,123,69,82,99,91,103,113,88
LOX IMVI,89,53,90,94,9.5*,94,100,94

(33) CCC/C=C(/C=N\NC(N)=S)CC
(34) OCC(O)CS (stereo unspecified)
(35) C/C=C(C)/C=N/NC(=O)C[N+](C)(C)C
(36) O=c1c2ccccc2nc2oc3ccccc3n12
(37) Cc1ccccc1N=C(N)Nc1ccccc1C
(38) CCOCc1cc(C(C)(C)C)ccc1O
(39) NC1=Nn2c(CCC(=O)c3nc4ccccc4[nH]3)nnc2SC1
(40) COC(=O)c1c(C(=O)OC)c2n(CC(=O)Nc3cccc4cccnc34)c3ccccc3n2c1C(=O)c1ccc([N+](=O)[O-])cc1
Assay by compound,33,34,35,36,37,38,39,40
MDA-MB-231,83,108,119,100,99,105,88,95
HS 578T,95,101,135,102,118,99,·,104
SK-MEL-2,99,·,140,132,105,110,103,107
MCF7,85,101,106,79,97,98,92,92
T-47D,57,107,107,86,101,99,89,99
BT-549,90,·,109,108,120,104,99,109
MALME-3M,75,139,136,117,105,104,98,96
LOX IMVI,95,101,99,96,100,96,96,97

(41) CCC(CC)N1C(=O)/C(=c2\sc3n(c2=O)NC2C(N=3)N(CC)C(=O)N2CC)c2ccccc21 (stereo unspecified)
(42) O=C1c2ccccc2-c2cn(Cc3ccccc3)c3cccc(c23)C1c1cccnc1 (stereo unspecified)
(43) CSc1nc(=S)c2[nH]c(=S)[nH]c2[nH]1
(44) C#Cc1nc2ccccc2s1
(45) Cn1c(=O)c2[nH]c(NCc3ccc(Cl)cc3)nc2n(C)c1=O
(46) N#Cc1ccc([N+](=O)[O-])cc1OCCCN1CCCCC1
(47) O=C(NNc1ccccc1)C1CCC(=O)N1Cc1ccccc1 (stereo unspecified)
(48) CN(C)CC(O)c1ccc(/C=C/c2ccc(Cl)cc2)cc1 (stereo unspecified)
Assay by compound,41,42,43,44,45,46,47,48
MDA-MB-231,53,52,99,84,112,94,104,-82*
HS 578T,73,78,106,98,112,100,98,-26*
SK-MEL-2,101,·,109,113,99,111,98,-64*
MCF7,36,12,90,84,104,101,92,-82*
T-47D,86,43,103,92,110,111,73,31
BT-549,102,·,64,99,112,110,107,79
MALME-3M,65,39,105,98,109,82,104,22
LOX IMVI,39,57,93,99,100,99,50,-54*

(49) CCCCC(CC)CCC(C)OC=O (stereo unspecified)
(50) O=C(CCC(=O)OCCOc1ccccc1)OCCOc1ccccc1
(51) CC(N)(Cc1ccccc1)C(=O)O (stereo unspecified)
(52) O=c1[nH]c2ccc(Cl)cc2cc1CSc1cccc(Nc2nccc(-c3ccc4ccccc4c3)n2)c1
(53) CSC1=NC=C(C#N)C2=NC(c3c(F)cccc3Cl)NN12 (stereo unspecified)
(54) COc1ccc(OC)c(-c2cn3c(-c4c[nH]c5ccc(Br)cc45)csc3n2)c1
(55) CCCCCCCNc1nc(Cl)ncc1-c1ccc(C(F)(F)F)cc1
(56) O=C(NC(C[Se][Se]CC(NC(=O)c1ccccc1)C(=O)O)C(=O)O)c1ccccc1 (stereo unspecified)
Assay by compound,49,50,51,52,53,54,55,56
MDA-MB-231,95,99,117,101,121,83,118,102
HS 578T,105,102,99,112,107,88,109,115
SK-MEL-2,105,·,105,101,·,94,101,107
MCF7,97,98,99,90,94,59,100,110
T-47D,·,85,107,79,90,73,88,116
BT-549,104,118,101,89,99,115,113,128
MALME-3M,99,135,102,110,83,86,110,124
LOX IMVI,97,102,105,105,·,75,·,91

(57) C#CC(CCC)N(C)C (stereo unspecified)
(58) Cc1cc(O)c2c(c1)C(=O)c1cc(O)cc(O)c1C2=O
(59) O=C1NC(=C(Cl)Cl)/C(=N/S(=O)(=O)N2CC(C(=O)O)C2)N1
(60) CCC(NC(C)C)C(O)c1ccc(O)c(O)c1 (stereo unspecified)
(61) O=C([C@H]1C[C@H]1c1ccc(C(F)(F)F)cc1)N1CCN(C2CCOCC2)CC1
(62) Nc1c(C(=O)c2ccccc2)sc2nc(-c3cccs3)cc(-c3cccs3)c12
(63) COc1cc(Br)c(C(=O)O)cc1OC
(64) O=C1N[C@H](Cc2cnc[nH]2)C(=O)N2CCC[C@@H]12
Assay by compound,57,58,59,60,61,62,63,64
MDA-MB-231,98,87&79,106,66,110,58,100,110
HS 578T,105,89&90,114,·,101,53,124,103
SK-MEL-2,104,85&95,116,120,99,41,129,109
MCF7,96,95&98,95,79,96,46,91,97
T-47D,108,73&65,105,83,101,36,106,94
BT-549,109,88&84,134,76,109,51,·,111
MALME-3M,113,94&54,97,124,105,74,129,101
LOX IMVI,102,86&85,·,91,98,51,104,98

(65) CC(C)C(=O)Oc1c(Cl)cc(Cl)c(Cl)c1Cl
(66) c1ccc([C@H]2CN3CCSC3=N2)cc1
(67) C[C@H](OC(=O)CCl)[C@@H](C)OC(=O)CCl
(68) c1ccc2c(N=NSc3ncnc4nc[nH]c34)c3ccccc3nc2c1
(69) COC(=O)[C@@H]1CCCN1C(=O)C1CCCN1C(=O)[C@@H](Cc1ccccc1)NC(=S)Nc1cc(C(F)(F)F)cc(C(F)(F)F)c1 (stereo partly specified)
(70) COc1cc2c(O)cc(C(=O)O)c(-c3cc(OC)c(OC)c(OC)c3)c2cc1OC
(71) CC(=O)C1CN(C)CCC1=O (stereo unspecified)
(72) Cc1cccc(N=Nc2cccc(C)c2)c1
Assay by compound,65,66,67,68,69,70,71,72
MDA-MB-231,111,101,113,5.2*,40,118,106,86
HS 578T,100,86,105,54,79,107,111,117
SK-MEL-2,86,105,·,-24*,89,106,86,110
MCF7,94,94,96,-28*,70,102,94,97
T-47D,110,100,94,-24*,59,93,101,110
BT-549,106,102,95,28,87,108,106,108
MALME-3M,89,92,99,-18*,79,113,96,100
LOX IMVI,99,102,55,-47*,77,104,102,105

# Entries of single compounds as entered above:
# CC(=O)C1CN(C)CCC1=O (stereo unspecified) is entered as MDA-MB-231: 106; HS 578T: 111; SK-MEL-2: 86; MCF7: 94; T-47D: 101; BT-549: 106; MALME-3M: 96; LOX IMVI: 102
# c1ccc2c(N=NSc3ncnc4nc[nH]c34)c3ccccc3nc2c1 is entered as MDA-MB-231: 5.2*; HS 578T: 54; SK-MEL-2: -24*; MCF7: -28*; T-47D: -24*; BT-549: 28; MALME-3M: -18*; LOX IMVI: -47*

# Structural class, the compounds so far containing an aryl methoxy group.
(10) COc1cc(C2CC(c3ccc(F)cc3)=Nc3c(N)nc(N)nc3N2)ccc1Oc1nc(NCCO)nc(N2CCOCC2)n1 (stereo unspecified)
(11) COc1ccc(-c2nc3ccc(-c4nnc(SCC(=O)Nc5ccc(C(=O)/C=C/c6cc(OC)c(OC)c(OC)c6)cc5)o4)cc3[nH]2)cc1
(15) CCC(c1cccc(Br)c1)C(C(=O)O)c1ccc(OC)cc1 (stereo unspecified)
(24) COc1ccc(/C=C(\C)C=O)cc1
(25) COc1ccc(C2=C(c3c[nH]c4ccccc34)C(=O)OC2)cc1OC
(54) COc1ccc(OC)c(-c2cn3c(-c4c[nH]c5ccc(Br)cc45)csc3n2)c1
(63) COc1cc(Br)c(C(=O)O)cc1OC
(70) COc1cc2c(O)cc(C(=O)O)c(-c3cc(OC)c(OC)c(OC)c3)c2cc1OC
Assay by compound,10,11,15,24,25,54,63,70
MDA-MB-231,99,97,111,103,78,83,100,118
HS 578T,75,101,91,104,94,88,124,107
SK-MEL-2,112,93,103,99,99,94,129,106
MCF7,89,43,93,107,82,59,91,102
T-47D,87,81,108,115,·,73,106,93
BT-549,95,103,113,107,89,115,·,108
MALME-3M,91,92,101,118,123,86,129,113
LOX IMVI,·,65,96,103,89,75,104,104

# Screens: PubChem, NCI
